# GRK2 inh = human GRK2 inhibition via aptamer displacement | bead flow cytometry, FAM-aptamer displacement from GRK2 | actives 0.59% (n = 330,000) | inhibition of aptamer binding, % at 10 µM | P25098 | AID 488847;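 active = inhibition of aptamer binding above 40%, roughly 3 SD of noise, on plates passing a quality check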;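 note: median bead fluorescence of bound FAM aptamer so fluorescent compounds give negative values; no value below 0 was filed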
# Target sequence (P25098 whole entry, looked up): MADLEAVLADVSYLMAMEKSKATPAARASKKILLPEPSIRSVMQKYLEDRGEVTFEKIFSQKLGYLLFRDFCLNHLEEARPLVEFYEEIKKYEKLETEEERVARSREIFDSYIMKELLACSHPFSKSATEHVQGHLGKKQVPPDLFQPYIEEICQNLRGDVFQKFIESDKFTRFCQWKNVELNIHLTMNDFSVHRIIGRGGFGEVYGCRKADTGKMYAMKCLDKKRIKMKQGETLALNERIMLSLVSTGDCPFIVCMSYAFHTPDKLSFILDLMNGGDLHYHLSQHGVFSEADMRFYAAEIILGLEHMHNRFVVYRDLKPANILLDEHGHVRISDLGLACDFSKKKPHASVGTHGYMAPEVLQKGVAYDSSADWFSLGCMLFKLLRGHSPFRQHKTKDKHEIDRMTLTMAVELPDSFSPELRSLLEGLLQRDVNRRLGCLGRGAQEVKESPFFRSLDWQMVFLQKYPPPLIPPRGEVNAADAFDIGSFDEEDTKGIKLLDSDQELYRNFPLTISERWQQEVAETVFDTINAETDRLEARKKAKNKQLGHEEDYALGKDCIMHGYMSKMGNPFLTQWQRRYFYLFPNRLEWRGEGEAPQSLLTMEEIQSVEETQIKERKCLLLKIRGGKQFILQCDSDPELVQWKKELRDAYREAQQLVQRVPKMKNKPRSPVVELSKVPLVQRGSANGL
# VLA-4 inh = inhibition in a human VLA-4 binding assay. P13612. VLA-4 expressing cells, ligand binding flow cytometry. inhibition, % (about 7 µM as worked out from the volumes in the protocol). actives 0.2% (n = 330,000). AID 2557; in the data active = inhibition above about 50%
# LAP4 TOR yeast = modulators of TOR pathway LAP4-GFP in S. cerevisiae; S. cerevisiae LAP4-GFP multiplex, flow cytometry GFP, 3 h; median GFP as percent of DMSO wells; GFP response vs DMSO, % at 10 µM; actives 0.34% (n = 320,000);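 active = GFP response vs DMSO above a set limit, about the screen mean plus 3 SD, cut at about 150% in these data; inconclusive = under 70 cell events counted for the yeast strain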
# AGP1-GFP MLPCN = yeast TOR pathway AGP1-GFP modulation; S. cerevisiae AGP1-GFP multiplex flow cytometry, 3 h; GFP as percent of DMSO wells; GFP response vs DMSO, % at 10 µM; actives 0.02% (n = 320,000); AID 2066;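 active = GFP response relative to DMSO above a set limit, near screen average plus 3 SD, cut at about 150% in these data; inconclusive = fewer than 70 cells counted for the yeast strain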;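 note: median GFP channel fluorescence of the gated AGP1 strain per well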
# MEP2-GFP yeast = modulators of TOR pathway MEP2-GFP in S. cerevisiae; S. cerevisiae MEP2-GFP strain, flow cytometry GFP, 3 h; 100% = DMSO control level; GFP response vs DMSO, % at 10 µM; actives 0.51% (n = 330,000); AID 2016;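 active = GFP response versus DMSO above a set limit, roughly screen mean plus 3 SD, cut at about 180% in these data; inconclusive = fewer than 70 cells counted for a yeast strain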;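 note: median GFP fluorescence of the barcode-gated MEP2-GFP cells per well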
# RPL19A-GFP yeast = alters RPL19A-GFP fluorescence in TOR pathway yeast screen. S. cerevisiae RPL19A-GFP strain, flow cytometry, 3 h; stronger effect = lower value. percent response vs DMSO, % at 10 µM. actives 0.3% (n = 330,000);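 active = percent response vs DMSO below 50%; inconclusive = fewer than 70 events counted for the yeast strain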;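 note: median channel GFP fluorescence of the barcoded RPL19A-GFP strain; ratio of sample median GFP to plate DMSO average so 100% = DMSO; lower means less RPL19A-GFP as with rapamycin TOR inhibition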
# CIT2-GFP yeast = yeast TOR pathway CIT2-GFP modulation. GFP response vs DMSO, % at 10 µM. actives 0.065% (n = 320,000). S. cerevisiae CIT2-GFP strain, flow cytometry, 3 h; 100 means same as DMSO wells;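 active = GFP response relative to DMSO above a set limit, near the screen mean plus 3 SD, cut at about 150% in these data; inconclusive = Fewer than 70 cells measured for a yeast strain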;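 note: ratio of well median GFP fluorescence to mean of DMSO wells on the plate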
# JMJD2C inh = blocks human GASC-1 demethylase activity. Q9H3R0. GST-JMJD2C(1-420) H3K9me3 demethylation, DELFIA europium. inhibition, % at 2.35 µM. actives 0.069% (n = 330,000);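 active = more than half of a compound's replicate wells show inhibition beyond 50%, single wells judged on their own value; inconclusive = some, but no more than half, of replicates pass 50% inhibition; inactive = no replicate passes 50% inhibition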;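 note: signal counts dimethyl H3K9 product captured on neutravidin plate; 0% = median of DMSO wells and 100% = 0.3 times that DMSO median; strong numbers were not always called active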
# Target sequence (Q9H3R0 1-420 limits assumed): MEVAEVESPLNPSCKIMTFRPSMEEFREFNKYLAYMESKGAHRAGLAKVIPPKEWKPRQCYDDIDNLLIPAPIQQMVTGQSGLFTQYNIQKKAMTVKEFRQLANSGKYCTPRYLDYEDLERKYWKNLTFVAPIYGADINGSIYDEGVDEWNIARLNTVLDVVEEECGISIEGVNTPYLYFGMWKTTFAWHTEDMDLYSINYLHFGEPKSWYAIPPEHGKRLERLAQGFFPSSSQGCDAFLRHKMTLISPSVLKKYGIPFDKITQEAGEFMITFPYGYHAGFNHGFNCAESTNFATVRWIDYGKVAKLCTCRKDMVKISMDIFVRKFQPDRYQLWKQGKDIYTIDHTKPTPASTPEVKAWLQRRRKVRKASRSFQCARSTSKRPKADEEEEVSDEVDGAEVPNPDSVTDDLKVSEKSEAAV
# * = called active by the depositor; ? = inconclusive; / = no result given; & = joins results of further samples; [ ] = another dose, or the depositor's remark.
SMILES,GRK2 inh,VLA-4 inh,LAP4 TOR yeast,AGP1-GFP MLPCN,MEP2-GFP yeast,RPL19A-GFP yeast,CIT2-GFP yeast,JMJD2C inh
CCOC(=O)/C(C#N)=C\c1cc(C)n(-c2ccccc2)c1C,1,-2,105,110,108,107,112,8
Cc1ccc2ncccc2c1,0,11,99,94,95,98,84,-5
CCOC(=O)C1=C(CSCC(=O)OC)NC(=O)NC1c1cc(C)ccc1C (centres undefined),0,-4,91,/,98,92,100,14
CCOC(=O)c1ccc(-c2ccc(C3Nc4ccccc4C(=O)N3O)o2)cc1 (centres undefined),0,-9,95,97,99,100,98,9
CC1CCc2nn(CC(=O)NCCCN3CCCC3=O)cc2C1 (centres undefined),7,12,98,99,92,94,98,-3
COc1ccc(CC(=O)OCN2C(=O)c3ccccc3C2=O)cc1OC,0,22,95,98,96,101,97,-36
O=C(NC1CCCc2ccccc21)c1ccccc1OC(F)F (centres undefined),1,10,91,80,101,90,102,5
CCN(CC)S(=O)(=O)c1cc(NC(=O)CCNC(=O)c2ccccc2Cl)ccc1C,0,3,98,107,104,102,104,0
C=CCNC(=O)c1sccc1Oc1ccc(F)cc1[N+](=O)[O-],1,-2,112,109,101,100,99,0
Cn1c(=O)oc2cc(S(=O)(=O)Nc3cccc([N+](=O)[O-])c3)ccc21,4,26,105,116,119,113,118,8
Cc1ccc(N2C(=O)C3C(c4ccccc4)N4CCCN4C3(C)C2=O)cc1 (centres undefined),1,10,98,102,96,101,95,-13
O=C1/C(=C\c2ccco2)SC(=S)N1C1CCS(=O)(=O)C1 (centres undefined),7,14,102,102,120,103,108,-1
COc1ccc(-c2nc(C)sc2CC(=O)O)cc1,3,-11,96,107,104,99,107,5
C[C@@H]1CN(C2CCN(Cc3nc(CC4CC4)no3)CC2)C[C@H](C)O1,3,5,100,99,96,95,101,7
CC(SCc1ccccc1)C(=O)N/N=C/c1cccs1 (centres undefined),0,10,104,102,102,100,97,3
COc1ccc(Nc2cc(C(=O)NCCCN3CCN(C)CC3)c3ccccc3n2)cc1OC,0,5,106,109,102,105,113,8
COc1ccc(Cc2noc(CN(C)C3CC(C)(C)NC(C)(C)C3)n2)cc1OC,3,-2,94,102,96,98,93,-3
CCOC(=O)/C(C#N)=C/Nc1ccccc1OC,0,-3,105,91,101,99,93,5
OCCCn1c(C2CCCN2c2nc(-c3ccc(F)cc3)cs2)nc2cc(Cl)c(N3CCCCC3)cc21 (centres undefined),3,10,99,85,88,96,89,2
Cc1c(NC(=O)C2CCCN2S(=O)(=O)c2ccc(Cl)cc2)c(=O)n(-c2ccccc2)n1C (centres undefined),10,-1,102,88,102,95,92,-13

# Record cards, from the list above. Order of screens: GRK2 inh, VLA-4 inh, LAP4 TOR yeast, AGP1-GFP MLPCN, MEP2-GFP yeast, RPL19A-GFP yeast, CIT2-GFP yeast, JMJD2C inh
# `C=CCNC(=O)c1sccc1Oc1ccc(F)cc1[N+](=O)[O-]` as listed: 1, -2, 112, 109, 101, 100, 99, 0
# `O=C1/C(=C\c2ccco2)SC(=S)N1C1CCS(=O)(=O)C1` (centres undefined) as listed: 7, 14, 102, 102, 120, 103, 108, -1
# `COc1ccc(Cc2noc(CN(C)C3CC(C)(C)NC(C)(C)C3)n2)cc1OC` as listed: 3, -2, 94, 102, 96, 98, 93, -3

# Next records.
SMILES,GRK2 inh,VLA-4 inh,LAP4 TOR yeast,AGP1-GFP MLPCN,MEP2-GFP yeast,RPL19A-GFP yeast,CIT2-GFP yeast,JMJD2C inh
O=S(=O)(Cc1ccccc1)Nc1ccc(S(=O)(=O)N2CCCC2)cc1,1,1,111,101,93,96,86,13
O=C(Nc1ccnn1C1CCN(C(=O)Cc2cccc(Cl)c2)CC1)C1CC1,3,-7,86,105,106,119,106,18
NC(=O)CCN(C(=O)c1cccc(S(=O)(=O)N2CCc3ccccc32)c1)c1ccccc1,2,7,87,92,94,94,83,-1
COc1ccc([N+](=O)[O-])cc1NC(=O)CSc1ccccc1,0,3,102,96,92,97,/,12
COc1ccccc1/C=C/C(=O)NCC(=O)N1CCC(N(C)C2CCCC2)CC1,6,17,97,102,107,104,104,-4
COCCn1c(N)c(N(Cc2ccccc2)C(=O)Cc2ccccc2F)c(=O)[nH]c1=O,0,-5,88,93,90,93,97,/
O=C(CNC(=O)c1cccs1)N=Nc1c(O)[nH]c2ccc(Br)cc12,0,4,97,106,104,99,103,-1
Cc1[nH][nH]c(=O)c1C=Nc1ccc(C(F)(F)F)cc1,0,7,101,98,115,103,98,-1
CCCOc1ccc(C(CC(=O)O)NC(=O)C(c2ccccc2)c2ccccc2)cc1 (centres undefined),1,8,97,93,95,97,98,-3
CC(C)NC(=O)COC(=O)CNC(=O)c1cc(Cl)cc([N+](=O)[O-])c1,2,4,86,99,105,102,106,7
COc1ccc(CC(=O)NCCc2cnc[nH]2)cc1,0,8,89,93,91,93,90,-2
CC(=O)NC(c1cccc([N+](=O)[O-])c1)c1c(OC(C)=O)ccc2ccccc12 (centres undefined),2,-12,102,102,113,97,95,19
CCOc1ccc(C(=O)NC(=S)NCCCN2CCOCC2)cc1,2,-1,96,103,101,106,104,-4
Cc1ccc(S(=O)(=O)N2CCN(C(=O)COC(=O)c3ccccn3)CC2)c(C)c1,0,6,?,?,73,83,97,0
O=C(Nc1cccc(F)c1)Nc1cccc(Cl)c1,/,15,84,98,120,114,118,-4
Cc1c(CC(=O)O)c(=O)oc2cc3occ(-c4ccccc4)c3cc12,7,11,111,103,100,100,95,76
Cc1nn(Cc2ccc(F)cc2)c(Cl)c1/C=N/NC(=O)c1ccccc1,0,8,101,104,104,99,106,-20
COC(=O)CSc1n[nH]c(-c2ccncc2)n1,4,10,99,108,102,102,100,14
CC(=O)OCCOc1nc(NC(C)C)nc(NC(C)C)n1,2,6,100,98,109,96,102,-4
O=C1CCCN2N=C(SCC(=O)Nc3cccc(Cl)c3)SC2=N1,1,1,108,106,103,102,101,-2
COc1ccc(N(CC(=O)Nc2cccc(C)c2)S(=O)(=O)c2c(C)noc2C)cc1,2,1,90,105,118,106,114,-5
Cc1ccc(-c2nc(CCN3C(=O)c4ccccc4C3=O)cs2)cc1,10,-3,88[may fluoresce violet],?,88[may fluoresce violet],84[may fluoresce violet],?,3
CC(C)CNC(=S)N(CCN(C)C)Cc1cc2cc3c(cc2[nH]c1=O)OCCO3,3,-4,107,107,110,104,101,-12
Nc1cc(=O)nc(SCC(=O)Nc2ccccc2Cl)n1-c1ccccc1,0,-2,98,101,97,99,92,12
O=C(Nc1ccc(SC(F)F)cc1)c1ccccc1F,2,10,97,97,95,96,91,-6
CCOC(=O)c1nn(-c2ccc(F)cc2)c(=O)c2c(N)scc12,0,10,93,90,95,93,87,2
COc1ccc2c(c1)C(c1ccc(C)o1)=NNC(c1cccnc1)=N2,0,-1,114,113,116,107,107,-3
CCOc1cc(C(=O)NC2=NCCS2)cc(OCC)c1OCC,0,-1,?,?,?,?,?,-3
CCOC(=O)N1CCN(C(c2cccc(OC)c2)c2sc3nc(C)nn3c2O)CC1 (centres undefined),0,3,91,98,96,99,106,-22
CN(C)S(=O)(=O)c1ccc2c(c1)Cc1cc(S(=O)(=O)N(C)C)ccc1-2,0,16,98,104,106,103,104,-12
O=C(COc1ccc(Br)cc1Br)NC(=S)Nc1cccc(CO)c1,0,-2,102,98,106,103,98,-14
Cc1sc(NC(=O)CSc2nnc(COc3ccc(Cl)cc3)n2C)c(C#N)c1C,0,7,92,108,97,105,/,-20&-4
Cc1ccnc(SCCn2c(N3CCN(Cc4ccccc4)CC3)nc3c2c(=O)[nH]c(=O)n3C)n1,4,-2,104,97,102,100,97,2
CN(C(=O)c1ccno1)c1nnc(-c2cnccn2)s1,0,24,98,95,105,95,106,1
CC(C)(C)NC(=O)C(c1cccs1)N(Cc1cccs1)C(=O)c1ccc(CN2CCOCC2)o1 (centres undefined),1,-2,99,103,99,92,99,7
COc1cc(OC)c(NC(=O)[C@@H]2CCC(=O)N2C2OC(=O)c3c2ccc(OC)c3OC)cc1Cl (some centres undefined),0,11,103,101,94,95,102,0
Cc1ccc(/C=N/N(C)C2=NS(=O)(=O)c3ccccc32)o1,0,-1,103,/,101,94,91,6
O=C(O)c1ccc(-c2ccc(/C=N/Nc3ccc([N+](=O)[O-])cc3)o2)cc1,0,-103,108,99,104,104,97,7
OC(CNCCc1ccccc1)COc1ccc(OCC(O)CNCCc2ccccc2)cc1 (centres undefined),0,6,125,122,101,100,104,1
O=C(NNc1cc(N2CCOCC2)nc(N2CCOCC2)n1)c1ccc(Cl)c(Cl)c1,2,17,108,111,114,105,101,1
COc1ccc(CN2CCCN(S(=O)(=O)c3ccc(Br)cc3)CC2)cc1,4,2,88,88,93,90,105,-12
CCCCn1nnnc1NCc1ccc(OC)c(OC)c1,0,8,95,105,101,104,105,4
Cc1nnc(OCc2nc3ccccc3n2C)c2ccccc12,1,16,99,73,217*,56,83,-2
NS(=O)(=O)c1ccc(NC(=O)COC(=O)CCc2ccc(S(=O)(=O)N3CCOCC3)cc2)cc1,2,-2,92,105,100,97,104,-9
CCOc1cc(C=O)ccc1OCc1cc(=O)n2cc(C)ccc2n1,0,-5,89,93,92,92,94,4
COc1ccc(/C=C(/CC(=O)Nc2ccc(C)cc2)c2nc3ccccc3s2)cc1,0,9,83,95,70,104,102,5
COc1ccc(S(=O)(=O)NC(C)C(=O)NCc2ccc3c(c2)OCO3)cc1OC (centres undefined),0,6,95,99,104,103,103,-19
CC[C@@H](C)[C@H](NC(=O)Cc1c(C)c2c(cc(C)c3c(C)c(C)oc32)oc1=O)C(=O)O,9,5,89,91,114,107,100,-4
CCCCSC(=O)Nc1ccccc1,2,0,120,112,110,117,108,2
COc1ccc(S(=O)(=O)NCc2ccco2)cc1C(=O)N1CCOCC1,0,-2,108,104,117,109,106,0
Cc1ccc2cc(/C=N/NC(=O)[C@H](C)NC(=O)OC(C)(C)C)c(Cl)nc2c1,3,0,92,92,90,95,94,-46
O=C(Cn1ccc([N+](=O)[O-])n1)NCc1ccccc1,0,-1,116,100,88,93,96,-3
CN(c1ccc2nc3ccccc3c(=O)n2n1)C1CCCCC1,0,-14,98,100,104,99,97,-5
CC(C)OCCCNC(=O)c1sc(=S)n(C)c1N,2,6,102,107,106,100,102,4
Cc1c(NC(=O)CN2C(=O)c3ccccc3C2=O)c(=O)n(-c2ccccc2)n1C,0,-11,101,96,108,98,114,0
O=C(NCc1cccnc1)c1cccc(S(=O)(=O)NCc2ccccc2)c1,0,6,101,105,105,101,96,5
COC(=O)c1ccc(NC(=S)NC2CCCCC2)cc1,1,3,96,/,94,92,88,1
O=C(CSc1nc2ccc(Cl)cc2[nH]1)c1ccc2c(c1)OCO2,0,2,97,97,102,96,99,1
O=C(Nc1cc2c(cc1Cl)OCCCO2)c1ccccc1,1,-6,121,93,105,101,107,-9
Cc1ccc(S(=O)(=O)NNC(=O)Nc2ccc(Cl)cc2)cc1,4,18,105,112,121,112,117,-2
CCn1cc(C(=O)N2CCCCC2)c(=O)c2cc(S(=O)(=O)N3CCC(C)CC3)ccc21,0,-9,105,102,112,104,113,0
Cc1ccc2[nH]c(C)c(CCNC(=O)C3CCCCC3C(=O)OCC(F)(F)F)c2c1 (centres undefined),0,8,92,99,108,107,104,1
COC(=O)CSC1=C(C#N)C(=O)NC(c2ccccc2)S1 (centres undefined),1,37,105,102,104,98,86,4

# Screens deposited in PubChem by several laboratories.
